MC4R antag cAMP – antagonists of human melanocortin 4 receptor (MC4R) | MC4R-expressing cells, MTII-stimulated cAMP, LANCE TR-FRET | 0.48% of 360,000 active | AID 540295 | inhibition, % at 6.5 µM | P32245;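 active = inhibition above its plate's cutoff, the mean of tested wells on that plate plus 3 SD, cut at about 29% in these data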;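 note: 0% = Melanotan II alone and 100% = Melanotan II plus saturating MCL0020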
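System: U2OS-MC4R stable cell line; Technique: Eu-cAMP/anti-cAMP TR-FRET, emission 671 nm; Repeats: single well per compound; Also added: Melanotan II; Dosing: one concentration, 6.5 µM nominal; Schedule: 30-min compound, 1-h challenge, 1-h detection, room temperature.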
TLR9-MyD88 block – TLR9-MyD88 interaction inhibition; CHO BLA complementation TLR9-MyD88, CCF4 FRET ratio; AID 504734; 0.21% of 340,000 active; Q9NR96+Q99836; inhibition, % at 4.98 µM;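 active = inhibition above the mean over all tested compounds plus 3 SD, cut at about 21% in these data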;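 note: 0% = DMSO only wells and 100% = clavulanate BLA inhibitor control wells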
Target sequence (Q99836 whole entry, looked up): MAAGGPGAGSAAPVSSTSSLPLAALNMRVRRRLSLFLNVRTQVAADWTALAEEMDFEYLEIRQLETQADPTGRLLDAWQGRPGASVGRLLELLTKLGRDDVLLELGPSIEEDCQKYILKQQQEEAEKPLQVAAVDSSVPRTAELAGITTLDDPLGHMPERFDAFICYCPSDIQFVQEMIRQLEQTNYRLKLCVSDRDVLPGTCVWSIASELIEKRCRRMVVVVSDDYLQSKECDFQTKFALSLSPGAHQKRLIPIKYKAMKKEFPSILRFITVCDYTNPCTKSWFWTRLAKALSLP
Target sequence (Q9NR96 whole entry, looked up): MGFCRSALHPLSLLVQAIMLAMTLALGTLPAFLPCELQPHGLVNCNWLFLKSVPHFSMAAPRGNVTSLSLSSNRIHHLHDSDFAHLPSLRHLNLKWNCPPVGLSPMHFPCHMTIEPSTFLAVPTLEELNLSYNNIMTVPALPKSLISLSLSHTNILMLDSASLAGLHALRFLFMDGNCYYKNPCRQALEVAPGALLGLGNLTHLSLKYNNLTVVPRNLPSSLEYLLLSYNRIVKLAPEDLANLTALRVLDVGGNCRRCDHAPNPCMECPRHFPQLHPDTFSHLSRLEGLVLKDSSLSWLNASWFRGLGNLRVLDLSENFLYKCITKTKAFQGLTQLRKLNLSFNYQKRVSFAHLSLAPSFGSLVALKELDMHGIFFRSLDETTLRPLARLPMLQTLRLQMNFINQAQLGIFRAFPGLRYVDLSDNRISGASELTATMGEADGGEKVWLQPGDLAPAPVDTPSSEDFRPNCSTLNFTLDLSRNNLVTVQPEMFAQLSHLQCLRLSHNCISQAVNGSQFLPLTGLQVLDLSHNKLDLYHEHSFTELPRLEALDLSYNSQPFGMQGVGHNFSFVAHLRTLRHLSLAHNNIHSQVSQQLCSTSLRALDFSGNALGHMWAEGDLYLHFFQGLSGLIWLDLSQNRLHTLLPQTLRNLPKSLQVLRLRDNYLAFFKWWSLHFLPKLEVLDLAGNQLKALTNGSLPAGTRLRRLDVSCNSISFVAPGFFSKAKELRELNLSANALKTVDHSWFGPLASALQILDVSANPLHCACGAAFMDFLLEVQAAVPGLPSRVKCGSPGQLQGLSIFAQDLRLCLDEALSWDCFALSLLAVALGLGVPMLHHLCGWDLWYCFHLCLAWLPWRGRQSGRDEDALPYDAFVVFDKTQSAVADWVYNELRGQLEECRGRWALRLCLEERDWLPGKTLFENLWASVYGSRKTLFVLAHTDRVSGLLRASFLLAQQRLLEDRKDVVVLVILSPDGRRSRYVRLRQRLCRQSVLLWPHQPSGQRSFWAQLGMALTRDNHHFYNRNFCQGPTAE
H9c2 protect – protects H9c2 cardiomyocytes from peroxide injury; 0.63% of 360,000 active; H2O2 injury protection, ATPLite, 2 h; protection from H2O2 cell death, % at 20 µM; AID 588492;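 active = compounds giving at least 50% protection of heart cells from peroxide-induced death in the single-dose screen, raw or plate-pattern-corrected value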;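 note: 0% = DMSO wells with peroxide and 100% = DMSO wells without peroxide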
ABHD5 PLIN5 PPI – ABHD5-PLIN5 protein interaction inhibition; inhibition, % at 4 µM; 0.78% of 360,000 active; Q00G26+Q8WTS1; AID 602281; Split G. princeps luciferase complementation, luminescence, 4 h;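 active = inhibition above the mean inhibition across every tested compound plus 3 SD, cut at about 22% in these data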;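 note: 0% = DMSO only wells and the 100% control is not disclosed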
SRC2 inh – inhibits human steroid receptor coactivator 2 | Q15596 | HEK293 GAL4-SRC2 luciferase reporter, luminescence | inhibition, % at 9 µM | 0.17% of 370,000 active | AID 651957;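 active = inhibition above the mean inhibition of all tested compounds plus 3 SD, set per campaign, cut at about 52% in these data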;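 note: 0% = DMSO treated cells and 100% = cells given Gossypol at 36 µM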
HTR2A ag – mouse HTR2A agonism via beta-arrestin recruitment | P35363 | CHO-K1 mHTR2A beta-arrestin complementation, luminescence; percent of 30 µM serotonin response | activation, % at 7.6 µM | 0.66% of 360,000 active | AID 624169;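 active = activation above a run cutoff, the mean activation of all tested compounds plus 3 SD, cut at about 14% in these data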;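 note: 0% = plate median of compound wells and 100% = 30 µM serotonin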
MC4R ag barr – agonists of human melanocortin 4 receptor (MC4R) beta-arrestin | P32245 | U2OS MC4R beta-arrestin complementation, luminescence; percent of melanotan II response, DMSO zero | activation, % at 8.9 µM | 0.98% of 360,000 active;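 active = activation above a per-plate cutoff, the mean activation of sample wells on that plate plus 3 SD, cut at about 8% in these data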
N-glyco inh – blocks N-linked glycosylation in D54 reporter cells. D54 ERlucT glycosylation luciferase reporter, 24 h; percent of 100 nM tunicamycin response. reporter increase, % at 12.5 µM. 0.23% of 360,000 active;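 active = mean luciferase reporter signal, scaled so untreated is 0 and the glycosylation-blocking control 100, at or above a set limit in every replicate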;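 note: luciferase carries N-glycosylation sites so blocking glycosylation raises the light; 0% = median of neutral control wells and 100% = median of 100 nM tunicamycin wells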
NOD2-RIPK2 inh – blocks binding of human NOD2 to RIPK2. O43353. 0.38% of 360,000 active. CHO BLA complementation NOD2-RIPK2, CCF4 ratio. inhibition, % at 4.98 µM; in the data active = inhibition above about 21%;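 note: 0% = vehicle only and 100% = reference blocker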
ABCB6 inh MLPCN – human ABCB6 transporter inhibition. K562-ABCB6 porphyrin accumulation, flow cytometry, 1 h; active compounds read low. fluorescence ratio to DMSO, % at 10 µM. 0.19% of 360,000 active. AID 602162;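 active = fluorescence ratio to DMSO below 75%, the collection mean minus 3 SD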;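 note: signal is porphyrin accumulated inside mitochondria; 100% equals median channel fluorescence of DMSO control wells; lower ratio means ABCB6 inhibition with less porphyrin fluorescence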
An asterisk follows results filed as active. A portion of the library, so the mix of outcomes need not match the whole.

O=C(O)CCN1CCc2ccccc21 was read as MC4R antag cAMP -4, TLR9-MyD88 block 4, H9c2 protect 1, ABHD5 PLIN5 PPI -5, SRC2 inh -16, HTR2A ag 4, MC4R ag barr -1.9, N-glyco inh 2, NOD2-RIPK2 inh -12 and ABCB6 inh MLPCN 94.
Screening Cc1c(-c2ccccc2)nc2ccccc2c1C(=O)Nc1ccncc1 returned MC4R antag cAMP -7, TLR9-MyD88 block -8, H9c2 protect -1, ABHD5 PLIN5 PPI 5, SRC2 inh -9, HTR2A ag 3, MC4R ag barr 3.6, N-glyco inh 0, NOD2-RIPK2 inh 0 and ABCB6 inh MLPCN 100.
`O=C(N/N=C/c1ccc2cccnc2c1)c1nc2ccccc2c(=O)[nH]1` gave MC4R antag cAMP 25, TLR9-MyD88 block 1, H9c2 protect 12, ABHD5 PLIN5 PPI 3, SRC2 inh -14, HTR2A ag -2, MC4R ag barr -1.2, N-glyco inh 0, NOD2-RIPK2 inh 5 and ABCB6 inh MLPCN 94.
CCC1CCCCN1CCCNC(=O)CNC(=O)c1nn(-c2ccc(OC)cc2)c(=O)c2ccccc12 (stereo not given) was read as MC4R antag cAMP 14, TLR9-MyD88 block -1, H9c2 protect -2, ABHD5 PLIN5 PPI -4, SRC2 inh -11, HTR2A ag -8, MC4R ag barr 2.6, N-glyco inh -3, NOD2-RIPK2 inh -5 and ABCB6 inh MLPCN 103.
`CN1CCN(C(CNC(=O)C(=O)Nc2ccc3c(c2)OCO3)c2ccc(F)cc2)CC1` (stereo not given) gave MC4R antag cAMP 3, TLR9-MyD88 block -3, H9c2 protect 6, ABHD5 PLIN5 PPI -3, SRC2 inh 12, HTR2A ag -10, MC4R ag barr 0.4, N-glyco inh -4, NOD2-RIPK2 inh -5 and ABCB6 inh MLPCN 96.
`Cc1cc(S(=O)(=O)N2CCN(CC(=O)NC(C)(C#N)C3CC3)CC2)ccc1Br` (stereo not given) gave MC4R antag cAMP -3, TLR9-MyD88 block 2, H9c2 protect -5, ABHD5 PLIN5 PPI -4, SRC2 inh -5, HTR2A ag 3, MC4R ag barr -2.8, N-glyco inh 1, NOD2-RIPK2 inh -5 and ABCB6 inh MLPCN 103.
Cc1noc(C)c1COc1ccccc1C(=O)N1CCN(S(=O)(=O)c2cccc([N+](=O)[O-])c2)CC1 was read as MC4R antag cAMP 6, TLR9-MyD88 block -6, H9c2 protect 3, ABHD5 PLIN5 PPI 2, SRC2 inh -2, HTR2A ag 6, MC4R ag barr -1.0, N-glyco inh 1, NOD2-RIPK2 inh -2 and ABCB6 inh MLPCN 100.
Screening O=C(c1ccccc1)c1ccc(OCC(O)CN2CCCC2)cc1 (stereo not given) returned MC4R antag cAMP -1, TLR9-MyD88 block -9, H9c2 protect 8, ABHD5 PLIN5 PPI -1, SRC2 inh 3, HTR2A ag 2, MC4R ag barr 0.4, N-glyco inh -2, NOD2-RIPK2 inh 2 and ABCB6 inh MLPCN 96.
For CCCn1c(=S)[nH]c2ccc(C(F)(F)F)cc21 the results were MC4R antag cAMP 2, TLR9-MyD88 block 4, H9c2 protect -12, ABHD5 PLIN5 PPI -9, SRC2 inh -21, HTR2A ag -3, MC4R ag barr -1.3, N-glyco inh 6, NOD2-RIPK2 inh 5 and ABCB6 inh MLPCN 103.
For O=C(Nc1nccs1)c1cccc(NC(=O)c2ccco2)c1 the results were MC4R antag cAMP 2, TLR9-MyD88 block -4, H9c2 protect 4, ABHD5 PLIN5 PPI -4, SRC2 inh 9, HTR2A ag 3, MC4R ag barr -0.7, N-glyco inh 1, NOD2-RIPK2 inh -6 and ABCB6 inh MLPCN 96.
CC(=O)Nc1ccc(NC(=O)C(C)OC(=O)C2CC3C=CC2C3)cc1 (stereo not given) was read as MC4R antag cAMP 2, TLR9-MyD88 block 2, H9c2 protect 2, ABHD5 PLIN5 PPI 1, SRC2 inh -5, HTR2A ag 3, MC4R ag barr -0.8, N-glyco inh 0, NOD2-RIPK2 inh 7 and ABCB6 inh MLPCN 105.
Screening CCCCNC(=O)[C@@H]1CSC2c3ccccc3C(=O)N21 (stereo not given in full) returned MC4R antag cAMP 0, TLR9-MyD88 block -9, H9c2 protect 2, ABHD5 PLIN5 PPI 0, SRC2 inh -14, HTR2A ag 4, MC4R ag barr 0.3, N-glyco inh 2, NOD2-RIPK2 inh -7 and ABCB6 inh MLPCN 97.
For O=C(Nc1ccccc1C(=O)N1CCCCCC1)c1ccccc1 the results were MC4R antag cAMP 13, TLR9-MyD88 block -6, H9c2 protect -3, ABHD5 PLIN5 PPI -3, SRC2 inh -2, HTR2A ag 3, MC4R ag barr 0.2, N-glyco inh -1, NOD2-RIPK2 inh 8 and ABCB6 inh MLPCN 101.
Oc1ccc(Br)cc1/C=N/n1c(C2CCCCC2)n[nH]c1=S was read as MC4R antag cAMP 12, TLR9-MyD88 block 7, H9c2 protect -6, ABHD5 PLIN5 PPI -11, SRC2 inh -27, HTR2A ag -3, MC4R ag barr 4.8, N-glyco inh 0, NOD2-RIPK2 inh 3 and ABCB6 inh MLPCN 100.
`Cc1cc(-c2n[nH]c(=S)n2-c2ccc(C)c(C)c2)no1` gave MC4R antag cAMP 6, TLR9-MyD88 block 2, H9c2 protect -2, ABHD5 PLIN5 PPI -9, SRC2 inh -8, HTR2A ag 5, MC4R ag barr -1.5, N-glyco inh 1, NOD2-RIPK2 inh 7 and ABCB6 inh MLPCN 100.
Screening O=C(NCCNc1ccccc1[N+](=O)[O-])c1cc(F)c(F)cc1Cl returned MC4R antag cAMP 7, TLR9-MyD88 block -1, H9c2 protect 0, ABHD5 PLIN5 PPI 5, SRC2 inh -38, HTR2A ag 10, MC4R ag barr 0.4, N-glyco inh 4, NOD2-RIPK2 inh 5 and ABCB6 inh MLPCN 104.
Screening Clc1cccc(CSc2nnc(-c3cccnc3)n2Cc2ccco2)c1 returned MC4R antag cAMP 4, TLR9-MyD88 block -33, H9c2 protect 6, ABHD5 PLIN5 PPI 14, HTR2A ag 1, MC4R ag barr -1.1, N-glyco inh -2, NOD2-RIPK2 inh -24 and ABCB6 inh MLPCN 113.
`N#CCCn1cc(C=O)c(-c2cccs2)n1` gave MC4R antag cAMP 2, TLR9-MyD88 block 3, H9c2 protect 2, ABHD5 PLIN5 PPI -1, SRC2 inh -10, HTR2A ag 2, MC4R ag barr -0.6, N-glyco inh 0, NOD2-RIPK2 inh -2 and ABCB6 inh MLPCN 97.
`CCCn1c(=O)c2c(c3ccccc31)OCC(=O)N2` gave MC4R antag cAMP -3, TLR9-MyD88 block 3, H9c2 protect 11, ABHD5 PLIN5 PPI -7, SRC2 inh 5, HTR2A ag 0, MC4R ag barr 0.0, N-glyco inh 1, NOD2-RIPK2 inh 5 and ABCB6 inh MLPCN 99.
`Cc1ccc(-n2c(=O)[nH]cc(C(=O)N3CCc4ccccc43)c2=O)cc1` gave MC4R antag cAMP 9, TLR9-MyD88 block -2, H9c2 protect -1, ABHD5 PLIN5 PPI 5, SRC2 inh -2, HTR2A ag 0, MC4R ag barr -3.4, N-glyco inh 2, NOD2-RIPK2 inh 11 and ABCB6 inh MLPCN 98.
For COc1cc(C(C(=O)NC2CCCC2)N(C(=O)Cc2cccs2)C2CC2)cc(OC)c1OC (stereo not given) the results were MC4R antag cAMP -5, TLR9-MyD88 block -3, H9c2 protect 9, ABHD5 PLIN5 PPI -6, SRC2 inh -19, HTR2A ag -3, MC4R ag barr -0.2, N-glyco inh -1, NOD2-RIPK2 inh 4 and ABCB6 inh MLPCN 100.
For COCCn1c(SCC(=O)NCc2ccccc2)nc2ccccc21 the results were MC4R antag cAMP -1, TLR9-MyD88 block -1, H9c2 protect -2, ABHD5 PLIN5 PPI 4, SRC2 inh -26, HTR2A ag -6, MC4R ag barr 0.1, N-glyco inh 0, NOD2-RIPK2 inh -15 and ABCB6 inh MLPCN 96.
Screening CCSc1nnc(NC(=O)c2cccs2)s1 returned MC4R antag cAMP 8, TLR9-MyD88 block 8, H9c2 protect -4, ABHD5 PLIN5 PPI -1, SRC2 inh -24, HTR2A ag 0, MC4R ag barr 0.3, N-glyco inh -1, NOD2-RIPK2 inh -6 and ABCB6 inh MLPCN 103.
N#CC1=C(N)OC2=C(CCc3ccccc32)C1c1ccccc1 (stereo not given) was read as MC4R antag cAMP -14, TLR9-MyD88 block -3, H9c2 protect -8, ABHD5 PLIN5 PPI -5, SRC2 inh -1, HTR2A ag 0, MC4R ag barr 0.5, N-glyco inh 5, NOD2-RIPK2 inh -9 and ABCB6 inh MLPCN 98.
Screening CCOC(=O)N1CCN(C(=O)CNCc2cccs2)CC1 returned MC4R antag cAMP 0, TLR9-MyD88 block 3, H9c2 protect 17, ABHD5 PLIN5 PPI 1, SRC2 inh 8, HTR2A ag 0, MC4R ag barr -1.6, N-glyco inh 0, NOD2-RIPK2 inh -9 and ABCB6 inh MLPCN 132.
`C/C(=N/NC(=O)c1ccccn1)c1ccncc1` gave MC4R antag cAMP 20, TLR9-MyD88 block 3, H9c2 protect 2, ABHD5 PLIN5 PPI 1, SRC2 inh -43, HTR2A ag 8, MC4R ag barr 3.1, N-glyco inh -1, NOD2-RIPK2 inh -3 and ABCB6 inh MLPCN 97.
For O=C(CN1C(=O)/C(=C/c2cccc(Br)c2)SC1=S)N1CCCC1 the results were MC4R antag cAMP 16, TLR9-MyD88 block -19, H9c2 protect 0, ABHD5 PLIN5 PPI 0, SRC2 inh -13, HTR2A ag -2, MC4R ag barr -0.9, N-glyco inh 7, NOD2-RIPK2 inh 10 and ABCB6 inh MLPCN 95.
CCCNC(=O)N(C)C[C@H]1Oc2ncc(C#CCc3ccccc3)cc2C(=O)N([C@H](C)CO)C[C@H]1C was read as MC4R antag cAMP 4, TLR9-MyD88 block -2, H9c2 protect -2, ABHD5 PLIN5 PPI 10, SRC2 inh 2, HTR2A ag 1, MC4R ag barr 0.0, N-glyco inh 2, NOD2-RIPK2 inh -2 and ABCB6 inh MLPCN 101.
Screening C=CCSc1nnc2c(n1)-c1cccc3cccc-2c13 returned MC4R antag cAMP 3, TLR9-MyD88 block -4, H9c2 protect -1, ABHD5 PLIN5 PPI -1, SRC2 inh -30, HTR2A ag 5, MC4R ag barr 0.7, N-glyco inh 5, NOD2-RIPK2 inh 3 and ABCB6 inh MLPCN 92.

Screening results from PubChem BioAssay.
